# Screening data deposited in PubChem BioAssay by The Scripps Research Institute Molecular Screening Center.
# FBW7 activator = FBW7 E3 ligase activators, primary screen, biochemical, AlphaScreen, human | AlphaScreen FBW7–phospho-cyclin E peptide binding, activator screen | normalized activity (activation), % at 26.1 µM | 650,000 compounds, 0.13% hits | AID 1259310, 2017; in the data active means normalized activity above about 1.9%;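 further: purified mutant Fbw7 with reduced substrate affinity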
# TEAD-YAP block = TEAD-YAP interaction inhibition, primary screen, TEAD-YAP interaction inhibitor project, luminescence, HEK-TIYL cells; 640,000 compounds, 1.4% hits; inhibition, % at 9.12 µM; TEAD-Gal4/YAP UAS-luciferase luminescence; in the data active means inhibition above about 32%;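 further: 0% = median of test compound wells and 100% = reference inhibitor wells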
# MITF primary = MITF inhibitors, primary screen, biochemical, AlphaScreen, human. AlphaScreen MITF homodimerization, bead proximity signal. inhibition, % at 2.6 µM. 650,000 compounds, 0.91% hits. AID 1259374, 2018; in the data active means inhibition above about 50%;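 further: 0% = vehicle wells with protein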
# Target sequence (O75030 whole entry, looked up): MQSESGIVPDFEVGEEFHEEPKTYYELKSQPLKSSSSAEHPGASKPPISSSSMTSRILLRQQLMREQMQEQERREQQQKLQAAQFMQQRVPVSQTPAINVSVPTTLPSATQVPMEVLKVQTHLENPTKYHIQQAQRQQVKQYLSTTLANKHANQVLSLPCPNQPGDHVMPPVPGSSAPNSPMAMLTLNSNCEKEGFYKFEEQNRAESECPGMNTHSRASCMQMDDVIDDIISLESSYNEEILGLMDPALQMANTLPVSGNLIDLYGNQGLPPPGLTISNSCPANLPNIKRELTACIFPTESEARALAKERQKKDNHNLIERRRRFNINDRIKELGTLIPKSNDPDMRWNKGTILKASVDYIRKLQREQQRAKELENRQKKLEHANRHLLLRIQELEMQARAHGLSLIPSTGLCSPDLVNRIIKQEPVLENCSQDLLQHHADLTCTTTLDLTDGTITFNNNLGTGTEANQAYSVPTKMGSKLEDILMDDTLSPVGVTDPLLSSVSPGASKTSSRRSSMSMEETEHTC
# GPR151 activ = activators of human GPR151, primary screen, cell-based, PathHunter beta-arrestin, luminescence; activation, % at 11.2 µM; PathHunter beta-arrestin GPR151 cells; G-protein coupled receptor 151 (Homo sapiens), Q8TDV0; AID 1508602, 2020; 650,000 compounds, 1% hits; in the data active means activation above about 4.9%;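 further: 0% = median of compound wells and 100% = cells with positive control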
# Target sequence (Q8TDV0 whole entry, looked up): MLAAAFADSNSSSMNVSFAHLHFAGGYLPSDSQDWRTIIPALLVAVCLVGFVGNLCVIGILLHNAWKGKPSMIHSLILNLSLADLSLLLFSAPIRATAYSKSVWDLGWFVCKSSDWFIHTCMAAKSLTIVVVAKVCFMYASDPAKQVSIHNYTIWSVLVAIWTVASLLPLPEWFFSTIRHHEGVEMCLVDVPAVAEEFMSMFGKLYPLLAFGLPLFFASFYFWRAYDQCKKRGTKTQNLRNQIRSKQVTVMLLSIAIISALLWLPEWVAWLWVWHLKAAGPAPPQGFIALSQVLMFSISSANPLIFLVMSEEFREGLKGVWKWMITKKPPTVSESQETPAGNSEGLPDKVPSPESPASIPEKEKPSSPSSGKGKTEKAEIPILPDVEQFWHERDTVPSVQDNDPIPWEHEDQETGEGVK
# Numbers without * were called inactive; · = not tested or not shown.
SMILES,FBW7 activator,TEAD-YAP block,MITF primary,GPR151 activ
O=[N+]([O-])c1cccc(/C=N/NC(=Nc2ccccc2)c2ccccn2)c1,0.0,-34.2,-2.1,2.2
Cc1c2cnn(-c3ccccc3)c(=O)c2c(C)n1C(C)C(=O)NCc1ccccc1 (stereo not drawn),-0.1,6.7,-2.3,-0.6
C#CCOc1ccc(CN2CCc3c(nc(N4CC(C)OC(C)C4)[nH]c3=O)C2)cc1OC (stereo not drawn),0.3,3.0,12.1,1.8
CC(C)=NNC(=O)/C(=C/C=C/c1ccccc1)NC(=O)c1ccccc1,0.1,-1.2,11.0,-0.3
CCC(C)(C)NC(=O)c1ccc2c(c1)[nH]c(=O)n2C(C)C,-0.1,6.7,3.8,0.8
CCN1CCN(C(=O)Nc2ccc(C)c(Cl)c2)CC1,0.0,-19.3,6.0,-1.0
O=C1NC(Cc2c[nH]c3ccccc23)C(=O)N1CC(=O)N1CCCc2ccccc21 (stereo not drawn),0.4,1.4,-191.3,-0.9
Cc1cccc(/C(N)=N/OC(=O)c2ccc(C)c(C)c2)c1,-0.2,-36.0,-3.3,0.3
COc1ccc(-c2ccc(Nc3cccc(OCC(=O)N(C)C)c3)nc2)cn1,-0.2,10.0,9.4,-1.0
Cc1ccccc1SCC(=O)NNC(=O)CN1CCCc2ccccc21,-0.1,8.1,-5.0,1.3
COc1ccc(C(=O)O/N=C(\N)c2ccc(C)cc2)cc1[N+](=O)[O-],-0.1,-7.6,-6.6,0.0
CC1CCCCN1C(=O)CN1CCC(n2cnc3cccnc32)CC1 (stereo not drawn),0.1,2.6,11.9,0.0
COc1ccc(S(=O)(=O)NCCC(=O)NC(c2ccccc2)c2ccccc2)cc1,-0.1,7.2,9.2,-0.9
Nc1cc(Nc2nccc3ccccc23)nc(N)n1,-0.2,-2.7,5.3,0.7
N=C1S/C(=C\c2cc3c(cc2Br)OCO3)C(=O)N1c1ccccc1C(F)(F)F,0.0,-11.4,3.9,-0.9
CCOC(=O)N1CCC(NC(=O)C(CC(C)C)N2C(=O)c3ccccc3C2=O)CC1 (stereo not drawn),0.0,-3.0,4.4,-1.9
NC(=O)c1c(NC(=O)CCc2ccccc2)sc2c1CCCC2,-0.2,-16.9,2.6,1.0
COc1cc([N+](=O)[O-])ccc1NC(=O)c1ccc([N+](=O)[O-])o1,-0.1,12.1,1.8,0.4
NC(=O)c1cnn2c(C(F)(F)F)cc(-c3ccc(F)cc3)nc12,0.0,-9.1,10.6,1.4
CC(=O)c1ccc(NC(=O)CSc2ncnc3c2nnn3Cc2ccc(F)cc2)cc1,0.1,17.5,5.2,0.3
O=S(=O)(Cc1ccccc1)Nc1ccc(S(=O)(=O)N2CCCCC2)cc1,-0.1,1.4,3.1,2.1
CCc1nc2sc(C#N)c(N)c2c2c1CCCC2,0.1,-11.7,-5.1,-0.2
CCn1ccc2c(OCC(=O)c3ccc(OC)cc3)cccc2c1=O,-0.1,-0.3,7.6,1.3
Cc1nc(C(C)N(C)C(=O)CCc2nnc(-c3ccccc3)o2)c(C)s1 (stereo not drawn),0.0,-43.8,-4.0,-0.3
CCSc1nnc2c(n1)OC(c1ccc(C(=O)OC)cc1)N(C(=O)CC)c1ccccc1-2 (stereo not drawn),-0.1,13.1,-12.8,0.4
# Going on with the list:
SMILES,FBW7 activator,TEAD-YAP block,MITF primary,GPR151 activ
N[C@@H]1CC[C@@H](C(=O)Nc2ccc3cnccc3c2)C1,0.1,1.5,3.3,-0.6
CC1CN(c2nc(N)c([N+](=O)[O-])c(N3CC(C)OC(C)C3)n2)CC(C)O1 (stereo not drawn),0.2,0.3,14.4,-0.2
COc1ccc(N(CC(=O)N2CCN(c3ccccc3)CC2)S(=O)(=O)c2cccnc2)cc1,0.1,-2.4,3.0,0.3
COc1ccc(S(=O)(=O)Nc2sc3c(c2C(N)=O)CCC(C)C3)cc1[N+](=O)[O-] (stereo not drawn),0.0,4.1,8.9,-1.4
Cc1cc(C)cc(C(=O)NC2CCCC2)c1,0.3,12.7,-2.9,-0.2
CCOC(=O)c1sc(N)c(C(=O)OCC)c1CNC(C)(C)C,-0.1,-0.1,-2.9,0.0
CCOC(=O)N1CCN(Cc2ccc3c(c2)CN(C(=O)c2cc(C)oc2C)CCO3)CC1,-0.2,7.0,8.9,-0.9
Cc1cc(NCc2ccco2)n2c(nc3ccccc32)c1C#N,0.0,-8.6,-11.5,1.5
Cc1ccc(NS(=O)(=O)CC2CC2(Cl)Cl)cc1 (stereo not drawn),0.1,11.5,-0.5,-0.3
COc1ccc(S(=O)(=O)N(C2=NCCCS2)c2ccccc2OC)cc1OC,1.1,7.9,7.2,-1.5
CC(=O)N1CCN(S(=O)(=O)c2cccc(C(=O)Nc3ccc(Cl)cc3)c2)CC1,0.1,22.8,-8.3,3.4
Cc1cc2nc(Cc3ccccc3C(F)(F)F)c(=O)[nH]c2cc1C,0.2,2.1,16.5,-0.8
CN(CCOc1ccccc1)Cc1nc(-c2ccccc2)no1,0.3,-4.6,11.1,9.5*
O=C(Nc1ccccc1I)c1cc([N+](=O)[O-])ccc1Cl,-0.2,11.5,-7.5,1.0
Cc1ccc(-c2nn(-c3ccccc3)cc2C(N)=O)cc1C,-0.2,-6.9,7.9,1.7
CS(=O)(=O)c1ccc(C(=O)OCC(=O)N2CCCC2)cc1[N+](=O)[O-],0.0,-0.8,1.7,0.8
CCCCC/C=C\C/C=C\C/C=C\C/C=C\CCCC(=O)OCc1ccsc1,·,·,8.2,1.4
CC1(C)Nc2ccccc2C(=O)N1NC(=O)c1ccccc1,0.0,-11.3,-1.0,0.1
COC(=O)c1c(NC(=O)c2ccc(Cl)c(Cl)c2)sc(C)c1C,0.4,-2.6,-5.3,-0.1
CCCC(=O)Nc1ccccc1OC(F)F,0.0,-4.3,-8.9,-0.6
COCCCNc1nc(CN2CCN(Cc3cccc(F)c3)CC2)nc2ccc(C)cc12,0.2,1.8,-9.5,0.7
Cc1ccc(Nc2nnc(SCC(=O)N(C)CCC#N)s2)cc1C,-0.1,-13.7,8.5,1.7
Cc1ccc(Nc2nnc(SCC(=O)N3CCCC3)s2)cc1,0.2,1.6,-17.1,5.6*
COC(=O)c1ccc(CNC(=O)c2cc(COc3ccc(OC)cc3Cl)on2)cc1,0.0,-37.0,12.4,-1.6
CC(=O)c1ccc(NC(=O)CCCC(=O)OCC(F)(F)C(F)F)cc1,-0.1,-0.1,-14.1,-0.1

# Part of the list above with just FBW7 activator, GPR151 activ and MITF primary:
SMILES	FBW7 activator	GPR151 activ	MITF primary
CC(=O)c1ccc(NC(=O)CCCC(=O)OCC(F)(F)C(F)F)cc1	-0.1	-0.1	-14.1
CC(=O)N1CCN(S(=O)(=O)c2cccc(C(=O)Nc3ccc(Cl)cc3)c2)CC1	0.1	3.4	-8.3
CC1(C)Nc2ccccc2C(=O)N1NC(=O)c1ccccc1	0.0	0.1	-1.0
CCOC(=O)c1sc(N)c(C(=O)OCC)c1CNC(C)(C)C	-0.1	0.0	-2.9

# Other structures follow:
SMILES,FBW7 activator,TEAD-YAP block,MITF primary,GPR151 activ
COc1ccc2nc(N3CCCC(C(=O)NCCCN(C)C4CCCCC4)C3)sc2c1 (stereo not drawn),-0.1,1.5,4.4,-1.5
CCCCc1ccc(NC(=O)CC(NCc2ccco2)C(=O)O)cc1 (stereo not drawn),0.1,0.7,-7.5,-0.2
CCOc1cc(C2Oc3nc(SC)nnc3-c3ccccc3N2C(C)=O)ccc1OC (stereo not drawn),-0.1,-7.1,7.6,1.1
COc1ccc(N/N=C(\C#N)c2nc3ccccc3s2)cc1,0.0,-18.7,16.4,-0.9
CCNS(=O)(=O)c1ccc(NS(=O)(=O)c2cc(Cl)ccc2Cl)cc1,0.4,0.6,28.2,-1.0
O=C(Nc1ccc(Cl)cc1Cl)/C(=C/c1cccc([N+](=O)[O-])c1)NC(=O)C1CCCCC1,-0.2,0.7,-6.2,1.4
CCOC(=O)CSc1nc(-c2cccs2)cc(-c2ccc(Cl)cc2)c1C#N,0.0,-8.8,-1.3,-0.8
COc1ccc(N2C(N)=C(C#N)C(c3ccc(Cl)cc3)C3=C2CC(C)(C)CC3=O)c(OC)c1 (stereo not drawn),0.0,-7.9,-1.5,0.1
CCOC(=O)c1ccc(NC(=O)CSc2nc3ccccc3c(=O)n2CCC(=O)NC2CCCCC2)cc1,0.0,6.5,0.8,1.1
CC(C)Cc1cc(C(=O)Nc2cccnc2)no1,0.0,-55.4,9.1,-0.2
Oc1ccccc1OCc1nc2ccccc2[nH]1,-0.1,-27.9,6.3,-4.6
Cc1ccsc1/C=C1\N=C(c2cc([N+](=O)[O-])ccc2Cl)OC1=O,0.0,-5.1,-3.2,-0.2
CC1CC(C)C(=O)C(=C(CC2CC(=O)NC(=O)C2)N2CCCC2)C1=O (stereo not drawn),-0.1,4.6,14.2,2.1
COC(=O)c1sc(NC(=O)c2ccccc2C)nc1C,-0.1,-16.6,3.7,-4.7
CN1CCC(N(C)C(=O)CC2C(=O)NCCN2Cc2ccc(Cl)c(F)c2)CC1 (stereo not drawn),0.2,-7.5,17.6,0.7
C=CCOC(=O)C1=C(C)NC2=C(C(=O)CC(C)(C)C2)C1c1ccccc1OC (stereo not drawn),-0.1,13.3,-8.8,0.7
COc1cccc2sc(N3CCCCC3)nc12,0.0,-39.7,14.7,0.0
COC(=O)c1ccc(S(=O)(=O)Nc2ncccc2O)cc1,-0.1,-15.4,4.8,-0.8
CC(C)N(CCNc1nc(Nc2ccccn2)nc2c1ncn2C(C)C)C(C)C,0.1,43.0*,-1.3,-0.3
CCC(=O)NC(Nc1sc2c(c1C(=O)OC)CCC2)C(Cl)(Cl)Cl (stereo not drawn),0.7,3.1,13.3,-0.7
COC(=O)C1=C(N)OC2=C(C(=O)CC(C)(C)C2)C1c1cccc(Br)c1 (stereo not drawn),-0.1,6.4,-8.0,0.7
CC(C)C(=O)N1c2ccccc2NC2=C(C(=O)CCC2)C1c1ccc(Cl)cc1Cl (stereo not drawn),-0.3,-13.3,-1.8,0.3
COc1ccc(NC(=O)Cn2cnc3sc(C)c(C)c3c2=O)c(OC)c1,0.1,-17.9,4.5,0.4
CCCC(=O)Nc1cc(C)c(NC(=O)c2ccncc2)cn1,0.1,7.7,10.4,-0.5
O=C(CCCOc1ccc(Cl)cc1Cl)NNC(=O)CC1CC2CCC1C2 (stereo not drawn),0.0,7.8,5.7,-0.2
# Later entries:
SMILES,FBW7 activator,TEAD-YAP block,MITF primary,GPR151 activ
COc1ccc(OC(=O)c2sc3ncn(Cc4ccccc4F)c(=O)c3c2C)cc1,0.1,0.0,1.2,1.2
CCc1ccccc1N(CC(=O)Nc1cc([N+](=O)[O-])ccc1OC)S(C)(=O)=O,0.1,13.2,8.3,-0.2
CC(C(=O)O)n1nc(-c2ccccc2)c2ccccc2c1=O (stereo not drawn),0.2,9.0,21.0,-0.5
Cc1ccc(S(=O)(=O)Nc2ccc(S(=O)(=O)Nc3cccc(C)c3)cc2)cc1,0.5,6.5,8.0,-1.8
CCOc1ccccc1CNC(C)(C)CO,0.1,1.8,9.7,-0.6
COc1ccc(CN2CCN(Cc3cccnc3)CC2CCO)c(C)c1C (stereo not drawn),0.3,5.5,15.7,0.6
COc1ccc(/C=N/c2nc3c(s2)CCCC3)cc1Br,0.1,-6.3,1.1,2.2
CCOC(=O)Cc1csc(NC(=O)COc2ccc(C)cc2)n1,0.1,-9.5,5.4,1.3
CCOc1ccc(/C=C/C(=O)Nc2sc3c(c2C(=O)OC)CCC3)cc1,0.4,8.8,6.0,-0.5
Cc1ccc2nc(/C(C#N)=C/c3cc([N+](=O)[O-])ccc3F)[nH]c2c1,0.0,19.1,4.8,1.3
Cc1noc(C)c1S(=O)(=O)N1CCCC1C(=O)NCc1cccnc1 (stereo not drawn),0.0,6.0,10.5,-2.5
CCCc1ccc(-c2nc(-c3cccnc3)no2)cc1,0.1,-54.5,1.7,-2.7
COc1cc(C(=O)OCC(=O)NC(=O)NC2CCCC2)ccc1OCc1c(C)noc1C,-0.1,8.8,1.4,0.1
CCN(CC)C(=O)N1CCN(c2nc3c(c(=O)[nH]2)CCCC3)CC1,-0.1,3.8,2.4,0.6
Cc1ccc(-c2nnc(SCC(=O)NCCc3ccccc3)nc2-c2ccc(C)cc2)cc1,0.0,15.5,-7.0,-0.9
CN(C)CCNCCOc1ccc(-c2ccccc2)cc1,0.1,5.8,8.9,-1.2
CCOC(=O)C1=C(C)N=c2s/c(=C\c3ccc(OCc4ccccc4)cc3)c(=O)n2C1c1ccccc1 (stereo not drawn),-0.1,0.6,11.5,-0.9
COC(=O)c1sccc1NC(=O)c1ccccc1[N+](=O)[O-],-0.1,-1.0,-3.8,-1.2
COc1cc(/C=N/Nc2ccc(S(N)(=O)=O)cc2)cc(OC)c1OC,-0.2,-2.0,-6.7,-0.2
Cc1cccc(N2C(=O)c3cc([N+](=O)[O-])cc4cc([N+](=O)[O-])cc(c34)C2=O)c1,-1.2,-16.8,18.2,-0.5
CC(C(=O)N1CCc2ccccc21)N1CCN(c2ccccn2)CC1 (stereo not drawn),-0.1,8.4,-13.8,1.2
COc1cccc(CC(=O)Nc2cnc3cnc(-c4ccc(F)cc4)cn23)c1,-0.1,6.0,17.7,2.9
